# Source: PubChem BioAssay
# D3 ag = qHTS of D3 Dopamine Receptor Agonist: qHTS. max activation, %. D(3) dopamine receptor (Homo sapiens), P35462. D3R DiscoveRx beta-arrestin cells, luminescence, 90 min. 410,000 tested, 0.58% active; in the data active means max activation above about 30%; further: 0% is about no effect; mostly tested at two doses, the higher about 12 µM
# Target sequence (P35462 whole entry, looked up): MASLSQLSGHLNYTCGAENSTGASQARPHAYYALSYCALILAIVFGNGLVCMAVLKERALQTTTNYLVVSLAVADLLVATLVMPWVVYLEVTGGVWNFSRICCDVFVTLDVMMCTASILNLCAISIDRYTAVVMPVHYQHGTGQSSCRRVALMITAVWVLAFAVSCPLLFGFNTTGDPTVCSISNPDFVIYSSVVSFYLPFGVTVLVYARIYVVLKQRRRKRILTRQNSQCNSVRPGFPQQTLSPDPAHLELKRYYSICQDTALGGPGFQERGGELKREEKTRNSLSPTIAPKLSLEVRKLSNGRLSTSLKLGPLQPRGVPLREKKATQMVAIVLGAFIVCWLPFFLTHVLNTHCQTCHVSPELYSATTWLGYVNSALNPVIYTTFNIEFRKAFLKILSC
#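 Agonist mode: compounds and dopamine controls were applied to plated cells for 90 min at 37 degrees C after an overnight attachment at 1500 cells/well. Luminescent read-out followed 30 - 60 minutes at room temperature with DiscoveRx detection reagent.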
# D3 antag = qHTS of D3 Dopamine Receptor Antagonist: qHTS | max response, negative = inhibition, % | D(3) dopamine receptor (Homo sapiens), P35462 | D3R cells, DiscoveRx beta-arrestin luminescence, antagonist mode; stronger effect = lower value | 360,000 tested, 2.5% active; in the data active means max response below about -50%; inconclusive means no clear call, values can overlap the other calls; further: on the % scale 0 is the no-effect control and ±100 the full control effect; mostly tested at two doses, the higher about 12 µM
#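 Cells plated overnight at 1500 cells/well, then exposed to library compounds with dopamine controls for 90 minutes at 37 degrees C. DiscoveRx reagent added for 30–60 minutes at room temperature; luminescence read, quantitative HTS format.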
# SW480 rereplic = A quantitative high throughput screen for small molecules that induce DNA re-replication in SW480 colon adenocarcinoma cells | SW480 DNA re-replication, Hoechst DNA content imaging, 48 h | Potency, µM (titrated, usually from 46.1 µM), for the others: at the top dose re-replication activation, most hits filed as activators | 340,000 tested, 1.8% active | AID 624297, 2012; further: potency means the concentration at half of the fitted maximal effect; % of control where 0% means no effect; nearly all actives have a fitted effect of over 55% in size
#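 Quantitative HTS format with DMSO vehicle controls; 48 hr drug incubation at 37 C, then 40 min Hoechst staining and scanning imager measurement at 405 nm excitation.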
# HT1080 IDH1KD tx = qHTS for induction of synthetic lethality in tumor cells producing 2HG: qHTS for the HT-1080-IDH1KD cell line. 360,000 tested, 2% active. Potency, µM (titrated, usually from 46.1 µM), for inactives: at the highest dose activity, negative = toxicity, most hits filed as cytotoxic. HT-1080 IDH1 knockdown viability, ATP luminescence, 48 h. AID 686971, 2013;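 further: potency means the concentration at half of the fitted maximal effect; 0% = DMSO wells and -100% = cell-free medium wells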
#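 Viability of IDH1-knockdown HT-1080 fibrosarcoma cells was assessed by CellTiter-Glo after 48 h at 37 °C with titrated compound; concentration-effect curves were classified by fit quality and response size.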
# HT1080NT lethal = qHTS for induction of synthetic lethality in tumor cells producing 2HG: qHTS for the HT-1080-NT fibrosarcoma cell line | HT-1080-NT fibrosarcoma viability, CellTiter-Glo ATP luminescence, 48 h | Potency, µM (titrated, usually from 46.1 µM), for inactives: top-dose activity, negative = less viability, hits mostly cytotoxic | 360,000 tested, 1.6% active;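 further: NT is the 2HG producing partner of a matched IDH1 knockdown line; potency means the concentration at half of the fitted maximal effect; 0% = DMSO-treated cells and -100% = media-only wells without cells; nearly all actives have a fitted effect of over 55% in size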
#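 HT-1080-NT fibrosarcoma cells (2HG-overproducing), 750 cells/well in RPMI with 5% FBS, dosed after 2 h and incubated 48 h at 37C. CellTiter-Glo luminescence normalized to DMSO and no-cell wells; concentration-response curves fitted and classed.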
# KB-V1 cytotox = qHTS assay for MDR1-selective chemotherapeutics: Primary screen using the drug-selected MDR subline cells KB-V1. KB-V1 MDR cells viability, CellTiter-Glo, 72 h. Potency, µM (top dose mostly 46.1 µM), for inactives: at the top dose activity change, negative = cytotoxicity, hits mostly cytotoxic. 400,000 tested, 3.4% active; further: potency means the concentration at half of the fitted maximal effect; on the % scale 0 is the no-effect control and ±100 the full control effect; nearly all actives have a fitted effect of over 60% in size
#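 KB-V1 cells (P-gp-expressing MDR subline of KB-3-1) in phenol-red-free DMEM with 10% FBS were exposed to library compounds over a concentration series for 72 h at 37 degrees C. Viability read by CellTiter-Glo luminescence; concentration-effect curves fitted after normalization.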
# GLP-1R agonist = qHTS of GLP-1 Receptor Agonists; Glucagon-like peptide 1 receptor (Homo sapiens), P43220; HEK293 GLP-1R CRE-luciferase, luminescence, 4-6 h; cells express a hypersensitive GLP-1R form; Potency, µM (highest dose often 45.6 µM), inactives show at the top dose activation, most hits filed as activators; 380,000 tested, 0.007% active; AID 624172, 2012; further: potency means the concentration at half of the fitted maximal effect; % of control where 0% means no effect
# Target sequence (P43220 whole entry, looked up): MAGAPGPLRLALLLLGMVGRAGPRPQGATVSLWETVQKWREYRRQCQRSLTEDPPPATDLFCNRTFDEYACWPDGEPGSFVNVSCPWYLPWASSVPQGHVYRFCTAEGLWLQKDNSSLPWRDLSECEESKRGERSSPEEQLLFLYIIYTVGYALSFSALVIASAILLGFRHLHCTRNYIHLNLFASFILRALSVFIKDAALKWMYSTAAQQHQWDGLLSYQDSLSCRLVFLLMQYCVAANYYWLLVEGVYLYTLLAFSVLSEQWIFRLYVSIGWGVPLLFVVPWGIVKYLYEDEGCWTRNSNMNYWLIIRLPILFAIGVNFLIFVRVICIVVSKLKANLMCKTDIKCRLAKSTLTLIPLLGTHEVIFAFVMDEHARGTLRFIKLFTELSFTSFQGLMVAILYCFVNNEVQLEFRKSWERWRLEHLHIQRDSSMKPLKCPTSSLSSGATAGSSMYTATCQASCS
# IL-1B inflam inh = qHTS for Inhibitors of Inflammasome Signaling: IL-1-beta AlphaLISA Primary Screen. activity change, % at 57.5 µM. 360,000 tested, 4.7% active. THP-1 LPS/ATP IL-1B secretion, AlphaLISA, 16 h; stronger effect = lower value; in the data active means activity change below about -50%; inconclusive means mostly about -30% to -49%; further: on the % scale 0 is the no-effect control and ±100 the full control effect
#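 Secreted IL-1B measured by AlphaLISA bead assay after 16 h compound exposure of THP-1 cells; compounds (final up to 57.5 uM) added 1 h before LPS (250 ng/mL) and ATP (1.25 mM) stimulation; lower signal means less secretion.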
# KB-3-1 tox = qHTS assay for MDR1-selective chemotherapeutics: Primary screen using the parental adenocarcinoma cell KB-3-1; 400,000 tested, 1.4% active; Potency, µM (highest dose often 46.1 µM), inactives show at the highest dose activity change, negative = cytotoxic, most hits filed as cytotoxic; KB-3-1 viability, CellTiter-Glo ATP luminescence, 72 h; further: potency means the concentration at half of the fitted maximal effect; on the % scale 0 is the no-effect control and ±100 the full control effect; nearly all actives have a fitted effect of over 60% in size
#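 Here the drug-naive KB-3-1 line serves as comparator for MDR sub-line selectivity; cells received compound titrations, 72 h at 37 °C, then CellTiter-Glo readout.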
# * marks the source's active call; other numbers are inactive results; i = inactive; ? = inconclusive; / = no result given; & = joins results of further samples; [ ] = remark or other dose. Unless noted, the call rests on the fitted dose curve; in most records, active means well fitted curve in the direction sought with a large enough effect; inconclusive means small, poorly fitted or top-dose-only effect, or another doubt; inactive means no such curve, though single readings can be large; an effect the other way counts as inactive or inconclusive.
1. CCN(CC(=O)Nc1ccc(NC(C)=O)cc1)C(=O)CSCC(=O)Nc1ccc(C)cc1
2. O=C(Nc1ccc(Oc2cccnc2)cc1)C1CCN(Cc2ccccc2)CC1
3. CSc1c(-c2ccccn2)c(N)nn1C(=O)C1CC1
4. O=S1(=O)C[C@H](N2CCN(CCO)CC2)[C@@H](COCc2ccccc2)N1
5. O=C(CCn1cnc2ncccc2c1=O)N1CCN(c2cccc(Cl)c2)CC1
6. Cc1ccc(N2CCN(C(=O)c3ccccc3Br)CC2)c(C)c1
7. Cc1cc(Br)cn2c(CC(C)(C)C)c(C3CCCCC3)nc12
8. CC(=O)OCCN1C(=O)c2ccc(-c3nc4ccccc4c(=O)o3)cc2C1=O

Assay by compound	1	2	3	4	5	6	7	8
KB-V1 cytotox	1%	?	3%	29%	-28%	-5%	-12%	20%
SW480 rereplic	-10%	-1%	-2%[9.22 µM]	/	-62%[inhibitor]	-6%	/	-7%
D3 antag	-3	-18	-8	-8	10	-12	-10	28
D3 ag	-11	-8	-6	-3	12	2	-11	16
KB-3-1 tox	19%	-10%	-1%	0%	1%	-4%	0%	6%
GLP-1R agonist	10%	9%	1%	11%	-1%	-21%	-7%	13%
HT1080NT lethal	-4%	0%	21%	8%	-6%	-13%	15%	2%
HT1080 IDH1KD tx	-10%	-11%	11%	11%	0%	-1%	14%	12%
IL-1B inflam inh	19	4	-3	-7	/	-2	25	39

9. Cc1ccc(N(C)S(=O)(=O)c2c(C)noc2/C=C/N(C)C)cc1
10. O=C(NCCc1ccccc1)C1CCCN(C(=O)Nc2ccc(F)cc2)C1 (stereo not given)
11. COC(=O)CNC(=O)COC(=O)c1ccc(Cl)nc1
12. Cc1ccc(C2(C(F)(F)F)NC(=O)N3N=C4CCCCCN4C3=C2C#N)cc1 (stereo not given)
13. O=C(CN(c1cccc(C(F)(F)F)c1)S(=O)(=O)c1ccccc1)N1CCOCC1
14. Cc1nc2c(sc3nc4c(cc32)COC(C)(C)C4)c(=O)n1CC(=O)NCc1ccco1
15. Nc1nc(NCc2ccccc2)n(-c2ccccc2)n1
16. COc1ccc(CNCc2cn(-c3cccc(F)c3)nc2-c2ccc(C)o2)cc1

Assay by compound	9	10	11	12	13	14	15	16
KB-V1 cytotox	1%	?	9%	22%	-14%	?	7%	17%
SW480 rereplic	15%	-32%[inhibitor]	1%	?	-4%	?	-4%	20%
D3 antag	-10	-19	-1	12	-22	-14	9	-19
D3 ag	-3	-7	-7	3	3	8	2	-11
KB-3-1 tox	?	?	11%	8%	5%	5.2µM*	6%	-11%
GLP-1R agonist	-3%	5%	-4%	-3%	-6%	6%	3%	-5%
HT1080NT lethal	-17%	-4%	27%	30%	9%	7.1µM*	-9%	-13%
HT1080 IDH1KD tx	2%	-9%	15%	16%	18%	?	-1%	?
IL-1B inflam inh	-17	-3	7	2	16	62	4	-87*

17. CCc1ccc2[nH]c(=O)c(-c3ccccc3)c(O)c2c1
18. CC(C)(C)c1ccc(C(=O)Nc2ccc(CC(=O)O)cc2)o1
19. COc1ccc(S(=O)(=O)NC2CC(C)(C)NC(C)(C)C2)c2ccccc12
20. Cc1ccc(S(=O)(=O)NCC(=O)OCc2cc(=O)oc3cc(C)ccc23)cc1
21. O=C(NC(c1ccc(F)cc1)c1ccc2ccccc2n1)C1CCN(CCOc2ccc(Cl)cc2Cl)CC1 (stereo not given)
22. O=C1C(Cc2ccccc2)Nc2ncnc(N3CCc4ccccc4C3)c2N1Cc1ccc(Cl)cc1 (stereo not given)
23. COc1ccc(C(=O)Nn2c(CC(C)C)nc3cc(OC)c(OC)cc3c2=O)c(OC)c1
24. O=C(N/N=C1\CC2CC=CC12)c1ccc(Br)cc1 (stereo not given)

Assay by compound	17	18	19	20	21	22	23	24
KB-V1 cytotox	0%	1%	-21%	-5%	?	26µM*	4%	5%
SW480 rereplic	1%	-5%	12%	60%	/	?	-10%	1%
D3 antag	4	-6	5	6	0	-59*	17	-10
D3 ag	3	-9	-2	-9	-11	-23	-2	-5
KB-3-1 tox	9%	8%	8%	-2%	?	-7%	0%	1%
GLP-1R agonist	0%	-9%	5%	-2%	-6%	-1%	14%	-29%
HT1080NT lethal	6%	9%	-14%	6%	?	?	5%	1%
HT1080 IDH1KD tx	8%	5%	-3%	8%	12µM*	?	2%	-4%
IL-1B inflam inh	6	3	-7	0	?	-94*	-13	-2

25. O=C(NCc1n[nH]c(=O)c2ccccc12)C1CC(=O)N(c2ccc(Cl)cc2)C1 (stereo not given)
26. COc1ccc2cc(CCC(C)=O)ccc2c1
27. COc1cc(Cl)nn(-c2ccccc2)c1=O
28. Cc1cc(C)cc(N(CC(=O)NCc2ccc3c(c2)OCO3)C(=O)CCC(=O)Nc2ccccn2)c1
29. CCOc1ccccc1-n1c(SCC(N)=O)nnc1-c1ccc(O)cc1
30. CCOC(=O)C(C)On1c(-n2nc(C)cc2C)nc2ccccc2c1=O (stereo not given)
31. CCOc1ccccc1C(=O)NCC(=O)NCCCc1ccccc1
32. O=C(C[C@@H]1C/C=C\CCCC(=O)OC[C@@H]2CCCN2C1=O)N[C@@H](CO)Cc1ccccc1

Assay by compound	25	26	27	28	29	30	31	32
KB-V1 cytotox	24%	5%	-2%	-4%	?	-4%	?	18%
SW480 rereplic	2%	13%	18%	7%	-2%	-4%	0%	-1%
D3 antag	0	10	-5	1	?	4	-1	14
D3 ag	-6	3&2	1	2	-10	3	7	20
KB-3-1 tox	11%	0%	-8%	-2%	-2%	-57%	-2%	4%
GLP-1R agonist	2%	-5%	0%	5%	-14%	-5%	2%	-5%
HT1080NT lethal	1%	-12%	9%	0%	14%	?	6%	10%
HT1080 IDH1KD tx	-4%	0%	3%	-1%	4%	?	5%	9%
IL-1B inflam inh	25	-1	0	-24	-7	75	-11	6

33. Cc1cc(C(=O)N/N=C2\CCCC(=O)C2)c(C)n1-c1ccccc1
34. CCNC(=O)COC(=O)CCC(=O)c1cccs1
35. Clc1c(Cl)c(Cl)c2n[nH]nc2c1Cl
36. COc1ccc(CCNC(=O)C2CCCN(S(=O)(=O)c3ccc(F)cc3)C2)cc1OC (stereo not given)
37. CCOC(=O)N1CCC(Nc2c(Nc3ccc(F)cc3)c(=O)c2=O)CC1
38. COCCN(CC1CCCN(C2Cc3ccccc3C2)C1)C(=O)CCC(C)=O (stereo not given)
39. CCC(Oc1ccccc1)C(=O)NCc1cccnc1 (stereo not given)
40. CCc1ccccc1NC(=O)CNC(=O)CNC(=O)c1cccs1

Assay by compound	33	34	35	36	37	38	39	40
KB-V1 cytotox	7%	0%	-28%	?	-15%	-7%	-19%	0%
SW480 rereplic	0%	1%	-4%	?	-6%	-48%[inhibitor]	0%	-6%
D3 antag	7	-11	2	-10	-89*	-18	0	22
D3 ag	0	-3	4	-9	-8	-6	-1	-3
KB-3-1 tox	-3%	0%	?	4%	5%	0%	-9%	7%
GLP-1R agonist	9%	2%	0%	-5%	-3%	-4%	0%	0%
HT1080NT lethal	-1%	1%	-10%	-7%	-13%	-12%	16%	2%
HT1080 IDH1KD tx	-29%	-6%	?	-4%	-1%	-1%	16%	2%
IL-1B inflam inh	17	0	81	i	31	-6	4	-2

# Profiles from above. Screens in order: KB-V1 cytotox	SW480 rereplic	D3 antag	D3 ag	KB-3-1 tox	GLP-1R agonist	HT1080NT lethal	HT1080 IDH1KD tx	IL-1B inflam inh
# Results for `Clc1c(Cl)c(Cl)c2n[nH]nc2c1Cl` → -28%	-4%	2	4	?	0%	-10%	?	81
# Results for `CCc1ccccc1NC(=O)CNC(=O)CNC(=O)c1cccs1` → 0%	-6%	22	-3	7%	0%	2%	2%	-2
# Results for `CCC(Oc1ccccc1)C(=O)NCc1cccnc1` (stereo not given) → -19%	0%	0	-1	-9%	0%	16%	16%	4
# Results for `CCNC(=O)COC(=O)CCC(=O)c1cccs1` → 0%	1%	-11	-3	0%	2%	1%	-6%	0
# Results for `Cc1cc(C(=O)N/N=C2\CCCC(=O)C2)c(C)n1-c1ccccc1` → 7%	0%	7	0	-3%	9%	-1%	-29%	17

# Continued.
41. CC(C)C1C(=O)N(Cc2cn(Cc3ccco3)nn2)CCS(=O)(=O)N1Cc1ccc(-c2ccccc2)cc1 (stereo not given)
42. COc1ccc(OC)c(NC(=O)c2ccc(S(=O)(=O)N3CCOCC3)cc2)c1
43. CCCNS(=O)(=O)c1cc(Cl)ccc1OC
44. CC(NC(=O)c1ccccc1SCC(=O)N1CCCC1)c1ccc(F)cc1 (stereo not given)
45. CCCCc1nc2cc(C(=O)NCc3cn(C)nc3C)ccc2o1
46. CC1(C)CC(=O)c2cc(C(=O)Nc3ccc(Br)cc3)c(=O)n(-c3ccc(Cl)cc3)c2C1
47. CCSC1=N/C(=C\c2ccccc2)C(=O)N1

Assay by compound	41	42	43	44	45	46	47
KB-V1 cytotox	-8%	-13%	-1%	-11%	?	2%	1%
SW480 rereplic	/	-9%	1%	-3%	4%	/	1%
D3 antag	15	0	-16	4	1	/	-7
D3 ag	2	-16	4	9	19	52*	-18
KB-3-1 tox	-17%	8%	2%	-10%	?	6%	-1%
GLP-1R agonist	-2%	13%	7%	-3%	4%	0%	6%
HT1080NT lethal	?	15%	10%	0%	7%	/	6%
HT1080 IDH1KD tx	?	4%	33%	-6%	-27%	/	10%
IL-1B inflam inh	-17	8	-20	-2	1	/	-23

# The order is random. About 12% of those tested had a hit in this group.
